Screens (PubChem BioAssay)
TDP1 block: blocks human tyrosyl-DNA phosphodiesterase 1 | Q9NUW8 | hit rate 0.28% among 350,000 | Potency, µM (series often up to 130 µM), for inactives: top-dose activity change, negative = inhibition, most hits filed as inhibitors | recombinant TDP1, AlphaScreen DNA substrate cleavage; further: nearly all actives have a fitted effect of over 40% in size
Target sequence (Q9NUW8 whole entry, looked up): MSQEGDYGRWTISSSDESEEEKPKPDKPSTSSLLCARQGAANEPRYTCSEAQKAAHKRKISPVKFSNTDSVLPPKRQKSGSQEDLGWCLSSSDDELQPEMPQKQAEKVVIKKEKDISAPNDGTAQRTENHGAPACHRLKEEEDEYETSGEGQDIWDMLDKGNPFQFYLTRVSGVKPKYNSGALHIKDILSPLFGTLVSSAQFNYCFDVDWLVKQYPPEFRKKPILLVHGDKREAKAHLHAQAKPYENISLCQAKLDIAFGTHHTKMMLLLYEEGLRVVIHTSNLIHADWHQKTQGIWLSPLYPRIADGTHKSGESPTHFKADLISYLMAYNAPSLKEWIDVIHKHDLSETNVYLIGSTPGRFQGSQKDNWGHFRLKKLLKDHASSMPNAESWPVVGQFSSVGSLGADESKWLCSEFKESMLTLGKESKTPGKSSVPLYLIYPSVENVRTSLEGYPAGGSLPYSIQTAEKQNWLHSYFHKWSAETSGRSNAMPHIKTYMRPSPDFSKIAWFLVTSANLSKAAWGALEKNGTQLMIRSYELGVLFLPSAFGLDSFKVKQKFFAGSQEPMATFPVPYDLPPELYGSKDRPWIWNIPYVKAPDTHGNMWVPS
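Recombinant human Tdp1 (E. coli-expressed, 1 nM final) preincubated with compounds 15 min at room temperature, then 5'-biotin/3'-phosphotyrosine-FITC DNA substrate (15 nM final) added for 5 min. AlphaScreen beads (10 ug/ml final) added 10 min; cleavage lowers signal.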
FEN1 inh: blocks human flap endonuclease 1 | P39748 | Recombinant FEN1 flap cleavage, fluorescence, 15 min | Potency, µM (top dose mostly 114 µM), without a hit: at the top dose activity change, negative = inhibition, hits mostly inhibitors | hit rate 0.35% among 390,000 | AID 588795; further: nearly all actives have a fitted effect of over 65% in size
Target sequence (P39748 whole entry, looked up): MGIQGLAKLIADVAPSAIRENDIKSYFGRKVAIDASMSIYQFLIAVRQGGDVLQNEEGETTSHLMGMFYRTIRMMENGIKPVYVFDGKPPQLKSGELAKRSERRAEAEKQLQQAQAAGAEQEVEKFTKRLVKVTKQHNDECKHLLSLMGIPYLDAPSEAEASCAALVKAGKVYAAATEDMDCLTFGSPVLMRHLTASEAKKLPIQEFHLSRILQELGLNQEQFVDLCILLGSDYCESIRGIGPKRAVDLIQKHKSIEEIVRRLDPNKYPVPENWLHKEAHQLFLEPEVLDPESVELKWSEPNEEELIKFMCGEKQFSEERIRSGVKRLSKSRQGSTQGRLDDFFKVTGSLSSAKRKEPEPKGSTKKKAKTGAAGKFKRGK
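FEN1 at 10 nM preincubated with compounds 15 min at room temperature, then flap DNA substrate added at 50 nM final. Signal read at 0 and 15 min; concentration-response fitted with four-parameter Hill equation.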
N370S GC: inhibitors or activators of N370S glucocerebrosidase for Gaucher disease; P04062; N370S GC spleen homogenate, 4MU-glucoside fluorescence; Potency, µM (doses to about 59.4 µM), for the others: at the highest dose activity change, negative = inhibition, actives largely listed as inhibitors; hit rate 0.092% among 330,000;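 further: 0% = full enzyme activity and -100% = no enzyme basal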
An asterisk follows results filed as active; u = inconclusive; x = no result given; & = joins results of further samples; [ ] = dose if it differs, or a comment. The call rests on the fitted dose curve; in most records, active means well fitted curve in the direction sought with a large enough effect; inconclusive means small, poorly fitted or top-dose-only effect, or another doubt; inactive means no such curve, though single readings can be large; an effect the other way counts as inactive or inconclusive. Unless noted, on the % scale 0 is the no-effect control and ±100 the full control effect; potency means the concentration at half of the fitted maximal effect.

structure	TDP1 block	FEN1 inh	N370S GC
Cc1ccccc1OCC(=O)NC(=S)Nc1ccc(N2CCOCC2)c(Cl)c1	-2%	-4%	0%
COc1ccc(-c2nnc(SCC(=O)c3cccs3)n2-c2ccc(Cl)cc2)cc1	-8%	9%	0%
COc1cccc(C2=NOC(C(=O)NC(C)(C)C)C2)c1 (stereo not drawn)	-2%	-14%	0%
CCc1c(C)sc(NC(=S)N2CC(C)OC(C)C2)c1C(=O)OC (stereo not drawn)	4%	-21%	u
Cc1ccc(S(=O)(=O)NCCC(=O)N2CCC(C)CC2)cc1	1%	-1%	x
COC(=O)[C@@H](NC(=O)O[C@H]1C(=O)c2cc(OC)ccc2O[C@@H]1c1ccc(OC)c(Br)c1)C(C)C	5%	x	-5%
COc1ccc(CCNC(=O)C2CCCN(c3ncnc4c3nc3n4CCCCC3)C2)c(OC)c1 (stereo not drawn)	6%	14%	3%
COc1cc(C(=O)Nc2ccc3c(c2)N(C(=O)CN2CCN(C)CC2)c2ccccc2CC3)cc(OC)c1OC	0%	14%	-12%
COc1ccc2c(c1)O[C@@H](c1ccc3c(c1)OCO3)[C@H](OC(=O)NCc1ccc3c(c1)OCO3)C2=O	4%	x	21%
CCCCn1c(SCC(=O)Nc2ccc(F)cc2)nc2c(sc3ccccc32)c1=O	0%	-5%	x
CCOC(=O)C1CCCN(C(=O)c2sc3nc(C)nc(N(CC)CC)c3c2C)C1 (stereo not drawn)	5%	-4%	7%
Cc1ccc(NC(=O)Cn2c(=O)n(Cc3ccccc3)c(=O)c3c(C)c(C(=O)N(C)C)sc32)c(C)c1	6%	-7%	x
COC(=O)c1ccccc1Nc1cc(C)nc2nc(C)nn12	3%	-15%	-9%
Cn1cccc1CC(=O)N/N=C/c1cccc([N+](=O)[O-])c1	8%	-12%	1%
CC(=O)c1c(C(C)=O)c(C)n(-c2ccc(N)cc2)c1C	2%	-20%	0%
CC(NS(=O)(=O)c1ccc(OCC(=O)NCc2cccnc2)cc1)c1ccccc1 (stereo not drawn)	-7%	3%	-3%
Cc1cc2c(cc1S(=O)(=O)N1CCN(c3cccc(C)c3C)CC1)OCC(=O)N2	x	-22%	-24%
Nc1nc2n(n1)C(c1c(F)cccc1Cl)CC(c1ccc(F)cc1)N2 (stereo not drawn)	5%	-9%	-3%
CCCNC(=O)CN(Cc1ccco1)S(=O)(=O)c1ccc(OCC)cc1	-5%	5%	27%
Cc1cc(C)c2c3c(sc2n1)C1(CCSCC1)C(C#N)=C(N)O3	10%	u	u
Cc1ccc(S(=O)(=O)N(C)c2ccc(C(=O)N3CCC(C(N)=O)CC3)cc2)cc1	4%	-1%	3%
Clc1ccccc1OCc1nnc(-c2ccccc2Br)o1	-10%	-17%	u
CC1CCCC(NC(=O)NC(=O)CCl)C1C (stereo not drawn)	-4%	20%	23%
Cn1c(N)c(C(=O)COC(=O)c2cccc(S(=O)(=O)NCc3ccccc3)c2)c(=O)n(C)c1=O	0%	7%	x
NC(=O)CC(NC(=O)c1ccccc1)c1ccc(NC2CCCCCCC2)c([N+](=O)[O-])c1 (stereo not drawn)	x	15%	0%
O=C(N/C(=C/c1ccc(Br)cc1)C(=O)N1CCOCC1)c1ccc(Br)o1	1%	-9%	-14%
CCCCOc1ccc(S(=O)(=O)Nc2ccc(-c3ccc(N4CCCCCC4)nn3)cc2)cc1	5%	9%	x
Cc1cc(=O)[nH]c(/N=C(\N)Nc2cccc3ccccc23)n1	x	-18%	6%
CCCC(C)(C)C(=O)Nc1ccc(Cl)cc1	18%	x	-3%
COc1ccc(C(CC(=O)O)NC(=O)c2ccccc2[N+](=O)[O-])cc1 (stereo not drawn)	x	14%	-9%
C[n+]1cccc(C(=O)Nc2ccccc2)c1	x	-3%	-5%
CC(=O)Nc1cccc(C(=O)OC2CCOC2=O)c1 (stereo not drawn)	0%	-6%	-12%
CN1CCOc2cc(S(=O)(=O)N3CCN(c4nc(-c5cccs5)nc5ccccc45)CC3)ccc21	2%	6%	x
COc1ccc(CNC(=O)C[C@H]2C(=O)N(CCc3ccccc3)C[C@@H]2Cc2ccccc2)cc1	x	-30%&-8%	-3%
CCC(=O)NCCC1CCc2ccc3c(c21)CCO3 (stereo not drawn)	8%[56.1 µM]	x	5%
N#Cc1nc(COc2ccccc2F)oc1NCCc1ccccc1	10%	-19%	12%
Cc1nnc(SCC(=O)N2CCN(c3ccccc3F)CC2)n1C1CC1	4%	7%	3%
COc1ccc(-c2oc3ncn(Cc4ccco4)c(=N)c3c2-c2ccc(OC)cc2)cc1	x	-3%	-15%
O=C(c1cccs1)n1nc(-c2cccnc2)nc1NCc1ccco1	0%	11%	u
CCOc1ccc(C(=O)c2cn(CC(=O)Nc3cc(OC)cc(OC)c3)c3ccc(F)cc3c2=O)cc1	-6%	-10%	x
CCc1ccc(O)c(CNCCNCc2cc(CC)ccc2O)c1	3%	-22%	u
Cc1cccc[n+]1CC(=O)c1ccc2c(c1)OCCO2	0%	20%	11%
CCc1nc(SCC(=O)Nc2c(C)nn(C)c2C)c2cnn(-c3ccccc3)c2n1	-2%	x	-4%
NC(=O)c1nsc(C(=O)N(c2ccccc2)C(C(=O)NCC2CCCO2)c2ccc(F)cc2)c1N (stereo not drawn)	1%	-3%	-7%
COc1cc(OC)cc(C(=O)NCC(=O)OCC(=O)Nc2cc(S(C)(=O)=O)ccc2Cl)c1	3%	17%	5%
COc1ccc(N(CC(=O)Nc2ccc(C)c(C)c2)C2=NC3CS(=O)(=O)CC3S2)cc1 (stereo not drawn)	x	21%	0%
CC(=O)N1CCN(CC(C)(C)NS(=O)(=O)c2ccc(C)cc2)CC1	3%	6%	-22%
Cc1ccc(Nc2nnc(-c3ccc4c(c3)OCO4)o2)c(C)c1	0%	-12%	5%
CCOCc1c(C(=O)Nc2ccccc2N2CCN(C)CC2)oc2ccccc12	-3%	-19%	-14%
O=C(O)c1ccc(Nc2ccc(Cl)c(Cl)c2)c([N+](=O)[O-])c1	x	12%	0%
COc1ccc(-c2cc(-c3ccccc3)n[nH]2)c(O)c1	5%	-6%	4%
CC(=O)Oc1ccc(N(C(C)=O)S(=O)(=O)c2ccc3ccccc3c2)cc1Br	x	-22%	2%
CCCCOC(=O)/C=C\C(=O)OCCCC	x	-1%	10%
CCN(CC)S(=O)(=O)c1cccc(-c2nnc(SCC(N)=O)n2C)c1	-3%	-6%	-1%
O=C(O)C1C2CCC(O2)C1C(=O)Nc1ccc(F)c(Cl)c1 (stereo not drawn)	x	-13%	-12%
CCCN1CCN(CC(=O)Nc2nnc(CC)s2)CC1	2%	28%	-4%

New compounds follow.
structure	TDP1 block	FEN1 inh	N370S GC
Cc1cc(-c2nnc(SCC(=O)Nc3ccc(Br)cc3F)n2N)n[nH]1	1%	5%	-12%
Cc1ccc(NC(=O)c2nc[nH]c2C(=O)NCCN(CCNC(=O)c2[nH]cnc2C(=O)Nc2ccc(C)cc2)CCNC(=O)c2[nH]cnc2C(=O)Nc2ccc(C)cc2)cc1	2%	-16%	x
CC(C)[C@H](NC(=O)c1ccccc1F)C(=O)OCC(=O)Nc1sccc1C(N)=O	-10%	-8%	x
O=C(c1cccc(N2C(=O)C3C4C=CC(C4)C3C2=O)c1)N1CCCCCC1 (stereo not drawn)	6%	7%	9%
O=C(NCc1ccco1)c1ccc(Cn2cc([N+](=O)[O-])cn2)o1	-3%	-1%	4%
CCc1ccc(C(=O)NNc2ccc(F)cc2F)cc1	x	8%	2%
CC(=O)N1CCN(c2ccc(NC(=O)c3ccc4c(c3)OCCO4)cc2Cl)CC1	1%	-3%	u
COc1cc(OC)c(NC(=O)c2cc(S(=O)(=O)N3CCCC3)cn2C)cc1Cl	-8%	-3%	x
O=C(NCC1CCC(C(=O)O)CC1)OCc1ccccc1 (stereo not drawn)	-6%	2%	7%
Cc1ccc(-c2cn3c(n2)sc2cc(C(=O)NCc4cccs4)ccc23)c(C)c1	-3%	8%	x
O=C(Nc1ncc(Cc2cccc(Cl)c2)s1)c1cccs1	8%	-21%	23%
CCSc1nnc(NC(=O)C2CCCCC2C(=O)OCC(F)(F)C(F)F)s1 (stereo not drawn)	-5%	-5%	6%
O=C(COC(=O)Cc1ccccc1F)Nc1ccc(F)cc1F	0%	-2%	3%
O=C(NNC(=S)NCc1ccccc1)c1cccnc1	7%[56.1 µM]	-8%	-3%
Cc1ccc(S(=O)(=O)Nc2ccnc(-c3cccnc3)n2)cc1	3%	9%	-2%
Cc1ccccc1OCCn1c(S(=O)(=O)O)nc2c(N)ncnc21	x	5%	-5%

13 consecutive records out of the list so far, for reference:
structure	TDP1 block	FEN1 inh	N370S GC
Cc1cc(-c2nnc(SCC(=O)Nc3ccc(Br)cc3F)n2N)n[nH]1	1%	5%	-12%
Cc1ccc(NC(=O)c2nc[nH]c2C(=O)NCCN(CCNC(=O)c2[nH]cnc2C(=O)Nc2ccc(C)cc2)CCNC(=O)c2[nH]cnc2C(=O)Nc2ccc(C)cc2)cc1	2%	-16%	x
CC(C)[C@H](NC(=O)c1ccccc1F)C(=O)OCC(=O)Nc1sccc1C(N)=O	-10%	-8%	x
O=C(c1cccc(N2C(=O)C3C4C=CC(C4)C3C2=O)c1)N1CCCCCC1 (stereo not drawn)	6%	7%	9%
O=C(NCc1ccco1)c1ccc(Cn2cc([N+](=O)[O-])cn2)o1	-3%	-1%	4%
CCc1ccc(C(=O)NNc2ccc(F)cc2F)cc1	x	8%	2%
CC(=O)N1CCN(c2ccc(NC(=O)c3ccc4c(c3)OCCO4)cc2Cl)CC1	1%	-3%	u
COc1cc(OC)c(NC(=O)c2cc(S(=O)(=O)N3CCCC3)cn2C)cc1Cl	-8%	-3%	x
O=C(NCC1CCC(C(=O)O)CC1)OCc1ccccc1 (stereo not drawn)	-6%	2%	7%
Cc1ccc(-c2cn3c(n2)sc2cc(C(=O)NCc4cccs4)ccc23)c(C)c1	-3%	8%	x
O=C(Nc1ncc(Cc2cccc(Cl)c2)s1)c1cccs1	8%	-21%	23%
CCSc1nnc(NC(=O)C2CCCCC2C(=O)OCC(F)(F)C(F)F)s1 (stereo not drawn)	-5%	-5%	6%
O=C(COC(=O)Cc1ccccc1F)Nc1ccc(F)cc1F	0%	-2%	3%

Going on with the list.
structure	TDP1 block	FEN1 inh	N370S GC
Cc1ccc(C)c(NC(=O)c2cc(=O)c3ccccc3o2)c1	0%	-18%	7%
CCN(CC(=O)Nc1c(C(=O)OC)[nH]c2ccc(Cl)cc12)c1ccc2c(c1)OCO2	4%	-14%	10%
CCOC(=O)N1CCN(C(=O)c2ccc3c(c2)N(Cc2ccc(C)cc2)CCS3)CC1	7%	-13%	-2%
COCCNC(=O)Nc1ccc2c(c1)N(C)C(=O)c1ccccc1S2	2%	1%	18%
CCCCC(CC)CN1CN(CC(CC)CCCC)CC(C)(N)C1 (stereo not drawn)	9%[56.1 µM]	-6%	1%
O=C(N/N=C/c1cc([N+](=O)[O-])ccc1O)c1cccc2ccccc12	1%	x	-10%
CSc1nc(Oc2ccc(=O)[nH]n2)nc(N(C)C)n1	-2%	0%	-1%
O=c1c(C/C=C/c2ccccc2)c(O)ccn1Cc1cccc(Cl)c1	0%	-12%	18%
COC(=O)c1ccc(C(=O)OCCCc2nc3ccc(N)cc3[nH]2)cc1	2%	-4%	-2%
CC1CC(C)CN(C(=O)c2ccc(N3CC4CC(C3)c3cccc(=O)n3C4)c([N+](=O)[O-])c2)C1 (stereo not drawn)	5%	-4%	-10%
Cc1cccc(C(=O)N[C@H](C(=O)Nc2ncc(C)s2)C(C)C)c1	-3%	-3%	u
CN1CCN(CCCNC(=O)c2ccc(/C=C3/Sc4ccccc4N(Cc4cccc(Cl)c4)C3=O)cc2)CC1	5%	-19%	-29%
Cn1cccc1/C=N/NC(=O)Cc1cccc2ccccc12	2%	8%	18%
CCCn1c(SCC(=O)NC2CCCCC2)nnc1-c1ccco1	9%	3%	-12%
CC1CCN(C(=O)CSc2nc3[nH]ncc3c(=O)[nH]2)CC1	-3%	1%	-2%
O=C(N/N=C/c1c[nH]c2ccccc12)c1cc(-c2cccc3ccccc23)n[nH]1	7%	-29%	-2%

Compounds as they come; about 0.57% have a hit in one of these screens.
